# Cneo AK release: Cryptococcus neoformans lysis via adenylate kinase release; C. neoformans lysis, adenylate kinase release luminescence, 4 h; normalised: neutral wells 0, clomiphene wells 100; lysis activity, % at 15 µM; 360,000 tested, 0.2% active; AID 651654;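 active = mean lysis activity across replicates of at least 80%, whatever share of replicates individually reach that level; inactive = mean lysis activity below 80%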
#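 Schedule: static 4 h at 37 °C with compound, 1 h detection; system: C. neoformans cells; benchmarks: Clomiphene as positive control; buffer or medium: fresh YPD medium; measure: luminescence rise reflecting yeast cell lysis; measured by: luminescent adenylate kinase detection reagent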
# RAD54 inh: inhibitors of human RAD54 branch migration. AID 602329. RAD54 Holliday junction branch migration, FAM/BHQ fluorescence. 360,000 tested, 0.14% active. inhibition, % at 10.4 µM. Q92698;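 active = mean normalized replicate activity at least 40 and at least half of replicates scoring 40 or more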;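 note: 0% = median of neutral control wells and 100% = median of positive control wells; inhibitors cause a drop in the FAM fluorescence signal; in these data hits start at about 50%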
# PglD DTNB: blocks C. jejuni PglD acetyltransferase activity. purified PglD enzyme, DTNB colorimetric CoA detection. inhibition, % at 12.5 µM. 360,000 tested, 0.098% active. AID 602405; in the data active = inhibition above about 16%, passing the limit was not always enough; note: strong numbers were not always called active
# E-sel inducer: E-selectin induction on HUVECs; activation, % at 7.58 µM; 260,000 tested, 0.37% active; HUVEC E-selectin immunofluorescence imaging; normalized: neutral wells 0, TNF-alpha wells 100;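 active = mean E-selectin-positive cell signal at least 10% of the positive control, reached in at least 60% of replicates, without over 20% cell loss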;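 note: in these data hits start at about 27%; measured in HUVEC primary endothelial cells; signal is the percent of cells scored E-selectin positive by PE staining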
#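 Assay system: HUVEC, human umbilical vein endothelial cells / Amount: 3,000 HUVEC/well / Controls: TNF-alpha positive control, DMSO neutral control / Compound dosing: single concentration / Medium: EGM-2 over gelatin coat / Evaluation: percent E-selectin-positive cells / Signal: immunofluorescence imaging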
# RAD52 inh: RAD52 (human) annealing inhibition | 360,000 tested, 0.46% active | recombinant RAD52 DNA annealing, FRET fluorescence | inhibition, % at 18.7 µM | AID 651710 | P43351;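 active = every replicate showing at least 50% inhibition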
# PGC1a acetyl inh: PGC1a acetylation modulation, inhibitor mode | U2OS PGC1a acetylation, AlphaScreen anti-acetyl-lysine; with virally co-expressed GCN5 acetyltransferase | inhibition, % at 15.6 µM | 350,000 tested, 0.17% active;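 active = every replicate shows inhibition of at least 40%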;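 note: 0% = neutral control wells and 100% = positive control wells; some results beyond the cut were filed as inactive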
# miR122 inh: inhibitors of miR-122 in Huh7 cells; Huh7 miR-122 Renilla luciferase sensor, 48 h; neutral wells = 0, positive control = 100; activation (reporter increase), % at 12.5 µM; 340,000 tested, 0.3% active;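 active = mean replicate activation score at least 90 and every replicate individually at or above 90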;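 note: higher luciferase means less miR-122 activity so hits act as miR-122 inhibitors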
# ERAP1 inh: ERAP1 (human) enzyme inhibition | recombinant ERAP1, Leu-AMC fluorescence, 60 min | inhibition, % at 10.7 µM | 340,000 tested, 0.15% active | AID 652197;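 active = mean replicate inhibition of at least 30%, or all replicates individually reaching that 30% level; inactive = mean below 30% and not every replicate reaching it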;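 note: 0% = neutral control wells and 100% = L-leucinethiol positive control wells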
# Target sequence (Q9NZ08 whole entry, looked up): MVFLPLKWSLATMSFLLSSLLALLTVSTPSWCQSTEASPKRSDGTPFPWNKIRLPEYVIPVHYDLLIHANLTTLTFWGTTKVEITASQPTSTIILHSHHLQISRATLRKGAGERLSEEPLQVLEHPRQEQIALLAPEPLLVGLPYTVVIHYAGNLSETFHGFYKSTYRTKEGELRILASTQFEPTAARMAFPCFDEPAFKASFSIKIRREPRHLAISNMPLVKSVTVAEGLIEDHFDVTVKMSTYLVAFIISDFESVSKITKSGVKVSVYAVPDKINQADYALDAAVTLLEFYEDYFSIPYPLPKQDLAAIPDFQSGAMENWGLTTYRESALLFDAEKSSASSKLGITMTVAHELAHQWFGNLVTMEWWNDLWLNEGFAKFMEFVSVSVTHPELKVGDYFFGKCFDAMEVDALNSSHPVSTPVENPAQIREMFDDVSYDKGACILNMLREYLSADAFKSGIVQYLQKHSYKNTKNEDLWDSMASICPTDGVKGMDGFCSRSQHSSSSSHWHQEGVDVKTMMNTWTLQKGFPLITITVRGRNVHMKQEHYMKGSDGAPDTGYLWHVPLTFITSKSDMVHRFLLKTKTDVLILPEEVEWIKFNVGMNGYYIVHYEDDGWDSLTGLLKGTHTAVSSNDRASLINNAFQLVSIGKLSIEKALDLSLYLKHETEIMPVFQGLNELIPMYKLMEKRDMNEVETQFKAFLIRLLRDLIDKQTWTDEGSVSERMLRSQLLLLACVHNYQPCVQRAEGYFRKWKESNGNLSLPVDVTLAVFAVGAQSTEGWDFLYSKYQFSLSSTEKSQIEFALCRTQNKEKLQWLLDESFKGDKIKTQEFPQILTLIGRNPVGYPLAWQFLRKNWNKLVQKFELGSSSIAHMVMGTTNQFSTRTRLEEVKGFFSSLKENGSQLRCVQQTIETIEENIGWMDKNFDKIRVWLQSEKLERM
# Active calls of the source: *; nt = not tested or not shown; & = joins results of further samples; [ ] = dose if it differs, or a comment.
1. CCC(C)(C)NC(=O)C(c1cccn1C)N(Cc1ccc(C)cc1)C(=O)Cn1nnc2ccccc21 (stereo not given)
2. Cc1cccc(S(=O)(=O)N[C@H]2CC[C@@H](CCn3cc(-c4ccccn4)nn3)O[C@@H]2CO)c1
3. COc1ccc(-c2ccc3c(c2)S(=O)(=O)c2cccc(C(=O)N4CCN(c5c(Cl)cncc5Cl)CC4)c2C3=O)cc1OC
4. COc1ccc(C(C(=O)NCC2CCCO2)N(C(=O)c2snc(C(N)=O)c2N)c2ccc(C)cc2)cc1OC (stereo not given)
5. CC1(c2ccccc2)NC(=O)N(CC(=O)Nc2ccccc2C(=O)N2CCCCC2)C1=O (stereo not given)
6. COc1ccc(C(=O)N(c2ccc(C)cc2)C2C=CS(=O)(=O)C2)cc1OC (stereo not given)
7. COc1cccc(NC(=O)N[C@@H]2C=C[C@H](CC(=O)N3CCCCC3)O[C@H]2CO)c1
8. Cn1nc(C(=O)OCC(=O)Nc2ccc3ccccc3c2)c2ccccc2c1=O
assay / compound,1,2,3,4,5,6,7,8
Cneo AK release,-1,-1,1,-3,-2,2,-4,nt
RAD54 inh,0,9,-18,0,9,2,0,nt
PglD DTNB,-9,-4,-3,4,4,-8,-3,nt
E-sel inducer,nt,0.1,0.1,nt,1.0,nt,-1.9,1.5
RAD52 inh,nt,3,-122,-23,-13,-2,-6,-18
PGC1a acetyl inh,9,-8,nt,2,-15,-7,-1,4
miR122 inh,0,nt,3,-2,nt,-5,nt,nt
ERAP1 inh,nt,-2,-1,13,0,0,2,2

9. CCc1ccc(OCCCC(=O)Nc2ccc(S(N)(=O)=O)cc2)cc1
10. COc1ccccc1NC(=O)C1=C(C)NC(=O)NC1c1ccc(C)s1 (stereo not given)
11. Cc1ccc(S(=O)(=O)N2CCN(C(=O)c3ccccc3-c3nc4ccccc4s3)CC2)c(C)c1
12. O=C(COC(=O)Cc1ccccc1F)NNC(=O)c1ccc(Cl)cc1
13. C[C@H](CO)N1C[C@H](C)[C@@H](CN(C)S(=O)(=O)c2ccccc2)OCCCC[C@H](C)Oc2ccc(NC(=O)CCCN(C)C)cc2C1=O
14. CC1=C(C(=O)Nc2ccccc2C(=O)NC2CCCCC2)SCCO1
15. Cc1noc(C)c1S(=O)(=O)N(C)Cc1ccccc1
16. O=[N+]([O-])c1ccc(N2CCN(c3ccccc3O)CC2)cc1
assay / compound,9,10,11,12,13,14,15,16
Cneo AK release,nt,-1,0,1,53,-2,0,-1
RAD54 inh,nt,-3,4,0,-1,9,6,2
PglD DTNB,nt,0,-4,-5,0,-4,-4,5
E-sel inducer,2.0,1.3,0.1,1.3,-0.2,0.2,nt,nt
RAD52 inh,-18,-30,-3,-11,20,4,-7,0
PGC1a acetyl inh,-8,nt,-8,4,-3,-1,4,nt
miR122 inh,-5,-2,-4,2,2[16.7 µM],1,-5,nt
ERAP1 inh,-3,-3,5,1,-4,1,-7,-1

17. CCn1cnc2scc(-c3ccccc3)c2c1=O
18. Cc1cccc(NC(=O)c2cccc(NC(=O)c3ccco3)c2)c1C
19. C[C@@H]1CN([C@H](C)CO)C(=O)c2cc(NS(=O)(=O)c3cn(C)cn3)ccc2O[C@@H](C)CCCCO[C@@H]1CN(C)S(=O)(=O)c1cn(C)cn1
20. CCNCCC(=O)N1c2ccccc2Sc2ccc(NC(=O)OCC)cc21
21. CC1CN(Cc2ccccc2)c2nc3c(c(=O)n(CC(N)=O)c(=O)n3C)n2C1 (stereo not given)
22. O=C1NC(=O)C(c2ccccc2)(c2ccccn2)N1 (stereo not given)
23. O=C(NC1CCS(=O)(=O)C1)c1cccc(S(=O)(=O)N2CCCC2)c1 (stereo not given)
24. COc1ncnc2c1NC(=O)CS2
assay / compound,17,18,19,20,21,22,23,24
Cneo AK release,-1,-8,1,3,1,0,1,0
RAD54 inh,0,-1,-26,10,-3,-1,3,7
PglD DTNB,-1,-5,0,-9,1,2,2,5
E-sel inducer,nt,-0.2,-0.2,nt,nt,4.4,-0.6,nt
RAD52 inh,nt,-18,5,nt,-5,-5,5,nt
PGC1a acetyl inh,nt,-1,-1,-8,7,-1,-6,5
miR122 inh,3,-7,2[16.7 µM],-3,0,nt,-5,1
ERAP1 inh,nt,1,-1,nt,1,-2,1,nt

25. COc1ccc(NC(=O)N2C[C@H](O)COC[C@@H]3O[C@@H](CC(=O)N4CCOCC4)CC[C@H]32)cc1
26. COc1cc(C2C(C#N)=C(C)NC3=C2C(=O)CC(C)(C)C3)ccc1OCCO (stereo not given)
27. CCCC#Cc1ccc([C@H]2[C@H](CO)N3C(=O)CN(C(=O)c4ccccc4)C[C@@H]23)cc1
28. CC(=O)Nc1sc2c(c1CN1CCN(c3ccc(F)cc3)CC1)CCCC2
29. CCOC(=O)C1(Cc2cccc(OC)c2)CCCN(Cc2c(C)nn(C(C)C)c2C)C1 (stereo not given)
30. CCOC(=O)C1CCN(c2nc3ccccc3nc2C(C#N)C(=O)OC(C)C)CC1 (stereo not given)
31. C[C@H](CO)N1C[C@H](C)[C@@H](CN(C)Cc2ccc(C(F)(F)F)cc2)Oc2ccc(NC(=O)CCCCCC(=O)Nc3ccccc3N)cc2CC1=O
32. CC(C)CNC(=O)N[C@@H](CC(C)C)C(=O)O
assay / compound,25,26,27,28,29,30,31,32
Cneo AK release,-3,0,nt,24,-1,3,4,nt
RAD54 inh,7,5,nt,-8,-7,-3,-1,nt
PglD DTNB,0,6,nt,7,1,-4,-3,nt
E-sel inducer,0.0,nt,0.9,nt,-0.2,nt,0.5,5.8
RAD52 inh,-4,nt,0,nt,-40,nt,33,-9
PGC1a acetyl inh,2,-6,3,1,-7,nt,4,5
miR122 inh,-7[16.7 µM],0,nt,2,1,4,-15[16.7 µM],-5
ERAP1 inh,0,nt,-1,nt,-2,nt,0,nt

33. COc1cccc(C(C)(O)c2nc(-c3ccc(OC)nc3)cs2)c1 (stereo not given)
34. COc1ccc(N2CCN(C(=O)CSc3nnc(-c4cccnc4)n3-c3ccccc3)CC2)cc1
35. Cc1ccc(S(=O)(=O)N2CCC(NC(=O)C3CCCCC3)CC2)cc1
36. O=C(NCc1cccs1)C1CCC(=O)N1C1CCCCC1 (stereo not given)
37. COc1ccc(C(=O)NN/C(C)=C/C(=O)c2ccccc2)cc1
38. O=C(O)c1ccc(CNC(=O)C23CC4CC(CC(C4)C2)C3)cc1
39. C=CC[N+](C)(C)c1ccc(CCC(=O)CCc2ccc([N+](C)(C)CC=C)cc2)cc1
40. Cc1cc(CN(C)C)c(O)c(C2(C)CCCCC2)c1
assay / compound,33,34,35,36,37,38,39,40
Cneo AK release,5,1,1,-1,3,0,-1,0
RAD54 inh,-9,4,-9,-1,4,-12,7,4
PglD DTNB,4,-3,3,-2,4,-2,-6,-1
E-sel inducer,-0.1,nt,nt,nt,nt,nt,3.5,nt
RAD52 inh,-11,nt,-5,nt,-6,-2,5,nt
PGC1a acetyl inh,7,1,nt,-9,6,12,-5,-9
miR122 inh,4,-9,-6,nt,4,5,-7,-11
ERAP1 inh,2,nt,-1,nt,1,-10,0,nt

41. COCCn1c(SCC(=O)Nc2cccnc2Cl)nc2ccccc2c1=O
42. C=CCN=C1SC(C)(C)C(=O)N1S(=O)(=O)c1ccc(C)cc1
43. Cc1nnc(NC(=O)CC(CN(C)S(=O)(=O)c2ccccc2)c2ccccc2)s1 (stereo not given)
44. O=C(/C=C/c1cccc(Cl)c1)c1nc2ccccc2[nH]1
45. COc1ccc(CC2CCOC2=O)cc1 (stereo not given)
46. Cc1cccc(N2CCN(C(=O)c3ccc(CS(=O)Cc4cccc(Cl)c4)o3)CC2)c1C (stereo not given)
47. CC1CN(S(=O)(=O)Cc2ccccc2)CC(C)O1 (stereo not given)
48. COc1cc(C(=O)NC2CCN(C)CC2)ccc1Nc1ncc2c(n1)N(C1CCC(O)CC1)CCC(=O)N2C (stereo not given)
assay / compound,41,42,43,44,45,46,47,48
Cneo AK release,nt,1,-3,1,2,2,4,3
RAD54 inh,nt,-4,-7,-2,6,4,-7,26&40
PglD DTNB,nt,-2,-6,1,3,-2,3,0&1
E-sel inducer,-1.6,nt,0.1,nt,nt,nt,nt,nt
RAD52 inh,-11,-9,-6,nt,nt,-81,nt,nt
PGC1a acetyl inh,12,0,15,36,-2,nt,1,3
miR122 inh,nt,5,6,11,-3,-10,-1,17
ERAP1 inh,-2,-2,5,nt,nt,3,nt,nt

# Grouped by structure: the compounds so far containing a COOH group
32. CC(C)CNC(=O)N[C@@H](CC(C)C)C(=O)O
38. O=C(O)c1ccc(CNC(=O)C23CC4CC(CC(C4)C2)C3)cc1
assay / compound,32,38
Cneo AK release,nt,0
RAD54 inh,nt,-12
PglD DTNB,nt,-2
E-sel inducer,5.8,nt
RAD52 inh,-9,-2
PGC1a acetyl inh,5,12
miR122 inh,-5,5
ERAP1 inh,nt,-10

# (cont.)
49. COc1ccc(-c2c(C)oc3c(CN4CCOCC4)c(O)ccc3c2=O)cc1
50. C(=N\n1cnnc1)/c1cn(Cc2ccccc2)c2ccccc12
51. Cc1ccc(-c2cc(C(=O)NC3CCCC3)no2)cc1
52. Cc1oc(-c2ccccc2F)nc1CS(=O)CC(=O)NCc1ccccn1 (stereo not given)
53. COc1cc2c(cc1OC)CN(C(=O)c1cccc(S(=O)(=O)N3CCc4ccccc43)c1)CC2
54. COc1ccccc1NC(=O)COC(=O)C1CCCC1
55. C/C=C/c1ccc([C@H]2[C@@H](CO)N(CC3CCOCC3)C23CN(C(=O)COC)C3)cc1
56. O=C(CCC(=O)N(CC(=O)NC1CCCC1)C1CCCC1)Nc1ccccn1
assay / compound,49,50,51,52,53,54,55,56
Cneo AK release,1,0,-3,-14,-1,-1,nt,10
RAD54 inh,-3,7,-10,-10,8,5,nt,-13
PglD DTNB,-8,6,6,-3,-9,-1,nt,-2
E-sel inducer,0.1,nt,0.0,0.0,nt,nt,-0.2,nt
RAD52 inh,-17,nt,-12,-18,-19,-18,0,nt
PGC1a acetyl inh,4,0,-13,-29,-8,-4,-3,-1
miR122 inh,-21,-1,-6,5,13,-1,nt,-9
ERAP1 inh,-3,nt,-2,-3,0,0,-1,nt

57. COc1cccc(C(=O)Nc2ccccc2N2CCCC2)c1
58. Cc1cc(N)ccc1S(C)(=O)=O
59. COC(=O)C(Cc1ccccc1)N1CCS(=O)(=O)CC1 (stereo not given)
60. CC(C)NC(=O)Nc1ccc2c(c1)C(=O)N([C@H](C)CO)C[C@H](C)[C@H](CN(C)C(=O)c1ccncc1)OCCCC[C@H](C)O2
61. CCOC(=O)c1c(C)[nH]c(C(=O)OCC(=O)Nc2sccc2C(N)=O)c1C
62. COc1ccc2[nH]c(=S)cc(C)c2c1
assay / compound,57,58,59,60,61,62
Cneo AK release,-1,5,1,-1,nt,1
RAD54 inh,0,1,-4,4,nt,2
PglD DTNB,-3,-8,4,-4,nt,-4
E-sel inducer,nt,nt,0.0,1.6,-2.2,-0.2
RAD52 inh,nt,nt,-18,-3,-27,-8
PGC1a acetyl inh,-5,9,nt,-1,nt,15
miR122 inh,-1,0,-1,1[16.7 µM],-5,3
ERAP1 inh,nt,nt,-3,3,-1,16

# Some of these compounds in order of their number in PGC1a acetyl inh, lowest first.
entry | SMILES | PGC1a acetyl inh
6 | COc1ccc(C(=O)N(c2ccc(C)cc2)C2C=CS(=O)(=O)C2)cc1OC (stereo not given) | -7
25 | COc1ccc(NC(=O)N2C[C@H](O)COC[C@@H]3O[C@@H](CC(=O)N4CCOCC4)CC[C@H]32)cc1 | 2
44 | O=C(/C=C/c1cccc(Cl)c1)c1nc2ccccc2[nH]1 | 36
